Screening data deposited in PubChem BioAssay by several laboratories.
Neddyl block: inhibitors of cullin neddylation, primary screen, biochemical, TR-FRET, uHTS, NAE and Ubc12; calls only at 25 µM; actives 0.58% (n = 360,000); NEDD8-conjugating enzyme Ubc12 (Homo sapiens) + NEDD8-activating enzyme E1 regulatory …; in the data active means inhibition above about 36%
eLon inh: inhibitors of E. coli Lon protease, primary screen, biochemical, fluorescence polarization. P0A9M0. purified E. coli Lon protease. inhibition, % at 7.94 µM. actives 0.42% (n = 360,000). AID 602123, 2011; in the data active means inhibition above about 13%, passing the limit was not always enough;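 further: 0% = enzyme with probe and DMSO and 100% = no enzyme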
Rin1 Abl inh: inhibitors of Rin1-Abl protein binding, primary screen, biochemical, TR-FRET; actives 0.4% (n = 360,000); AID 588664, 2011; inhibition, % at 7.35 µM; in the data active means inhibition above about 5%, passing the limit was not always enough
CSN inh: inhibitors of CSN-mediated cullin deneddylation, primary screen, biochemical, fluorescence polarization, uHTS | Purified CSN, SCF-Nedd8-OG deneddylation | actives 0.38% (n = 360,000) | inhibition, % at 12.5 µM | AID 651999, 2013 | COP9 signalosome complex subunit 5 (Homo sapiens), Q92905;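 active means pattern-corrected inhibition above about 35%, with an unprinted fluorescence ratio check between 0.5 and 1.5, limit read from the data, passing the limit was not always enough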;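 further: 0% = enzyme with substrate and 100% = substrate without enzyme; some results filed as inactive read as strong as hits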
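Schedule: reaction 90 min, room temperature / Assay system: HEK293T-derived human Csn5 enzyme / Input: Csn5 at 0.24 nM final / Measure: inhibition of Csn5 cleavage, % / Control set: substrate-only high control, full reaction low control / Technique: fluorescence polarization of the substrate / Buffer or medium: Tris/NaCl/DTT buffer, pH 7.5 / Reagent: SCFSkp2-Nedd8OG substrate at 10 nM final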
MsrA inh: bovine MsrA enzyme inhibitors, primary screen, biochemical, absorbance, HTS. AID 651718, 2012. actives 0.75% (n = 360,000). purified bovine MsrA, absorbance read-out. Methionine sulfoxide reductase A (Bos taurus). inhibition, % at 15.5 µM; in the data active means inhibition above about 4.5%;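 further: 0% = vehicle wells with enzyme and 100% = reference inhibitor wells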
MLLE-PAM2 inh: inhibitors of PABP1 MLLE–PAM2 peptide binding, primary screen, biochemical, fluorescence polarization, FITC-PAM2, GST-MLLE; Polyadenylate-binding protein 1 (Homo sapiens), P11940; AID 588489, 2011; actives 0.36% (n = 360,000); inhibition, % at 20 µM; in the data active means inhibition above about 35%, passing the limit was not always enough;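 further: plate controls were DMSO wells with GST-MLLE for no effect and wells lacking GST-MLLE protein for full effect; some results filed as inactive read as strong as hits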
TbMetRS inhib: T. brucei MetRS inhibitors, primary screen, biochemical, luminescence. methionyl-tRNA synthetase (Trypanosoma brucei brucei). purified T. brucei MetRS, ATP depletion, Kinase-Glo luminescence. inhibition, % at 11.9 µM. actives 0.4% (n = 360,000). AID 624268, 2012;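 active means inhibition above a per-plate cutoff of the control wells' mean inhibition plus 3 SD, cut at about 5.5% in these data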;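 further: 0% = DMSO wells median and 100% = median of wells with control inhibitor compound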
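assay system = parasite MetRS enzyme | timing = 15 min preincubation, 2 h reaction, all 25 °C | evaluation = percent inhibition relative to median high and low control wells | medium = HEPES buffer containing pyrophosphatase, BSA, spermine, DTT | compound = single dose, 11.9 µM final nominal, 0.9% final DMSO | detection = Kinase-Glo luminescence, ATP depletion format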
FAS TE block: FAS thioesterase domain inhibitors, primary screen, biochemical, fluorescence intensity, uHTS | AID 602261, 2012 | actives 0.67% (n = 360,000) | Fatty acid synthase (Homo sapiens), P49327 | inhibition, % at 15 µM | recombinant FAS-TE, OMFH fluorogenic substrate, fluorescence endpoint;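 active means compounds whose normalised, plate-corrected inhibition of enzyme fluorescence in the single-dose primary screen is 50% or more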;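 further: 0% = DMSO with enzyme and 100% = substrate without enzyme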
MsrA act: bovine MsrA enzyme activators, primary screen, biochemical, absorbance, HTS. Methionine sulfoxide reductase A (Bos taurus). activation, % at 10.6 µM. purified bovine MsrA, absorbance read-out. actives 0.3% (n = 360,000). AID 602163, 2012; in the data active means activation above about 7.5%;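 further: 0% = vehicle and 100% = reference activator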
An asterisk follows results filed as active; i = inactive; . = no result given.

SMILES	Neddyl block	eLon inh	Rin1 Abl inh	CSN inh	MsrA inh	MLLE-PAM2 inh	TbMetRS inhib	FAS TE block	MsrA act
COC(=O)C1=CN(c2cccc(Cl)c2)C=C(C(=O)OC)C1c1cccc(OC)c1	.	10	3	1	1.1	-8	-0.1	27	-4
O=C(CSc1ccc(Br)cc1)Nc1ccccc1N1CCOCC1	i	-5	2	1	0.7	1	0.1	21	-2
CCCc1nc2oc3c(=O)[nH]cnc3c2c2c1CCCC2	i	1	-2	-5	0.2	11	-0.8	-9	-6
COc1ccc(C2C(C(=O)c3cccs3)=C(O)C(=O)N2c2cccc(C)n2)cc1 (stereo not drawn)	i	-1	2	4	-0.3	1	0.2	-1	-1
COc1cc(NC(=O)CSc2nc(C)cs2)cc(OC)c1	i	-17	2	2	-0.3	9	-0.4	2	1
CCN(C(=O)Cn1nc(C(=O)O)c2ccccc2c1=O)C1CCCCC1	i	-8	0	-2	0.2	2	0.6	-2	-6
O=C(NC1CCCCC1)C(c1ccccc1)N(Cc1ccco1)C(=O)Cn1cnc2ccccc21 (stereo not drawn)	i	-9	1	2	0.9	-5	-0.8	6	-1
O=C(NCCC1=CCCCC1)c1ccc(F)cc1	i	-6	-2	-4	-0.8	-2	-0.1	-8	-2
CC(=O)Nc1ccc(S(=O)(=O)N2CCC(C(=O)NCCc3ccc(Cl)cc3)CC2)cc1	i	-3	-2	-1	-0.1	8	0.2	10	-2
CCc1nc2ccc(C(=O)N3CCN(S(=O)(=O)CC)CC3)cn2c1N(C)C(=O)c1cccc(OC)c1	i	-3	3	0	1.3	12	0.3	-4	-2
Clc1ccccc1CSc1nnc(-c2ccncc2)o1	i	-3	-1	1	1.1	-2	-0.5	-4	4
Cc1cccc(NC(=S)Nc2ccc(Cl)c(Cl)c2)c1	i	-4	-3	-3	-0.7	38*	-0.5	23	-1
Cc1ccccc1NC(=S)N(Cc1ccco1)C(C)c1cccs1 (stereo not drawn)	i	-4	-4	2	-0.4	-26	-0.3	10	-2
CCOc1ccc(N(CC(=O)NC(C)(C)C)C(=O)CCC(=O)Nc2nccs2)cc1	i	3	1	-1	-1.2	-2	0.0	-2	-2
Cc1csc(NC(=O)c2ccc(Cl)nc2)n1	i	8	-2	2	1.1	2	-0.3	-4	0
COc1ccc(N2CC(NS(=O)(=O)c3ccc4ccccc4c3)CC2=O)cc1OC (stereo not drawn)	i	3	0	3	-0.1	3	-0.3	-6	-2
CCOC(=O)C1CCN(C(=O)c2cc3cc(F)ccc3[nH]2)CC1	i	-6	1	2	-0.6	-4	-0.6	-2	-1
COc1ccc2c(c1)CCc1c(C(=O)Nc3ccc(OC)c(OC)c3)noc1-2	.	3	-1	-1	-0.4	-5	-0.3	-5	-1
O=C(CN(c1ccccc1)S(=O)(=O)c1ccc(F)cc1)NC1CCCCCC1	i	-2	1	1	0.3	1	-0.5	-1	-3
Cc1ccc(O)c(NC(=O)c2cc(-c3cccs3)on2)c1	i	-5	-3	6	1.4	4	-0.2	-3	2
Cc1cccc(C(=O)C2CCN(S(=O)(=O)c3cccc(C(=O)O)c3)CC2)c1	i	-5	1	2	0.0	-12	0.1	-5	-2
Cc1ccc(NC(=O)CN2CCN(C(=O)C3CCCO3)CC2)c(C)c1 (stereo not drawn)	i	-6	-1	1	-1.4	-7	-0.1	-5	-1
O=C(N/N=C/c1ccc(OC(F)F)cc1)c1cccc(S(=O)(=O)N2CCOCC2)c1	i	-1	-5	-3	-0.6	7	-0.5	-3	-3
CCOC(=O)c1c(-c2cccs2)csc1NC(=O)CN1CCOCC1	i	10	-1	-3	-1.0	-4	-0.1	19	1
O=c1c2ccccc2nnn1Cc1ccc2ccccc2c1	i	6	0	-2	0.2	17	-0.9	19	1
CC1=NNC(=O)/C1=C\c1cn(-c2ccccc2)nc1-c1ccc(Cl)cc1	i	-3	-2	1	-1.1	17	-0.5	-3	-8
CCOC(=O)C1=C(COC(=O)c2cc(OC)c(OC)cc2[N+](=O)[O-])NC(=O)NC1C (stereo not drawn)	i	-4	2	-1	2.2	23	0.2	0	-3
COc1ccc(CCNC(=O)c2cccnc2)cc1OC	i	-5	2	-3	0.3	-3	0.4	-8	-2
COC(=O)N1CCCCC1c1cc(C(=O)Nc2cccc3c2CCCC3)no1 (stereo not drawn)	i	0	-1	0	-0.6	15	-0.4	11	-6
COc1ccc(N2C(=O)CC(Sc3n[nH]c(-c4ccccc4)n3)C2=O)cc1 (stereo not drawn)	i	3	1	-6	-1.2	31	-0.2	-4	-2

In the list so far, two have a COOH group:
SMILES	Neddyl block	eLon inh	Rin1 Abl inh	CSN inh	MsrA inh	MLLE-PAM2 inh	TbMetRS inhib	FAS TE block	MsrA act
CCN(C(=O)Cn1nc(C(=O)O)c2ccccc2c1=O)C1CCCCC1	i	-8	0	-2	0.2	2	0.6	-2	-6
Cc1cccc(C(=O)C2CCN(S(=O)(=O)c3cccc(C(=O)O)c3)CC2)c1	i	-5	1	2	0.0	-12	0.1	-5	-2

Records above marked active in MLLE-PAM2 inh.
SMILES	Neddyl block	eLon inh	Rin1 Abl inh	CSN inh	MsrA inh	MLLE-PAM2 inh	TbMetRS inhib	MsrA act
Cc1cccc(NC(=S)Nc2ccc(Cl)c(Cl)c2)c1	i	-4	-3	-3	-0.7	38*	-0.5	-1

Additional records
SMILES	Neddyl block	eLon inh	Rin1 Abl inh	CSN inh	MsrA inh	MLLE-PAM2 inh	TbMetRS inhib	FAS TE block	MsrA act
COc1ncc(-c2cccc3nccn23)c(OC)n1	.	-4	-5	-5	1.0	10	-0.1	-4	-1
Cc1cc(F)ccc1C(O)c1ncc(-c2cccc(F)c2)[nH]1 (stereo not drawn)	i	0	1	0	0.4	3	-0.2	0	-2
COc1cc(/C=N/NC(=O)C(Cc2c[nH]c3ccccc23)NC(=O)OCC(C)C)cc([N+](=O)[O-])c1O (stereo not drawn)	i	-1	-6	-1	4.2	11	0.6	7	-4
O=C(CN1CCCCCC1)Nc1ccc(F)c(F)c1F	i	-3	-4	0	1.0	-3	-1.2	-6	-12
CSc1ccc(C(=O)C2CCCN(S(=O)(=O)c3c(C)noc3C)C2)cc1 (stereo not drawn)	i	-3	2	-3	-0.4	-2	-0.1	14	-4
CCOC(=O)C1CCCN(CCSc2ccc(C)cc2)C1 (stereo not drawn)	i	-9	-3	-1	-0.7	-6	-0.6	2	-1
CCNC(=O)C1(C)CCCN(C(=O)c2c(C)noc2C)C1 (stereo not drawn)	i	1	-1	1	-0.7	15	-0.6	-13	-6
Cc1cc(C)c(S(C)(=O)=O)c(Oc2ccccc2C)n1	i	2	0	0	-0.4	12	-0.4	-2	-4
N#C/C(=C\c1ccccc1O)C(=O)Nc1ccccn1	i	10	0	1	0.4	-11	-1.8	-4	-11
COc1cc2c(cc1OC)[C@@H](Cc1ccc(OCCC#N)cc1)N(C)CC2	i	-2	0	-2	1.2	-14	-0.2	-1	0
Cc1ccc(NC(=O)CN(C)C(=O)c2ccccc2OCc2c(C)noc2C)cc1	i	0	3	-6	1.1	9	0.3	-2	-2
CCOC(=O)N1CCN(C(=O)C2CCC(=O)N(Cc3cccc(C(F)(F)F)c3)C2)CC1 (stereo not drawn)	i	-2	-2	4	0.9	-1	-0.2	-10	-2
O=c1[nH]nc(Cc2ccc(-c3cccc(Cl)c3)o2)c2ccccc12	i	5	2	6	-1.2	26	1.0	2	3
COc1ccc2c(C)cc(SCC#N)nc2c1	i	-29	2	13	.	-34	-1.1	-5	-4
CCn1c(SCC(=O)Nc2sc(C)c(C)c2C#N)nnc1C(C)C	i	-1	-4	0	0.3	-2	-0.1	-7	-2
Cc1ccc(-c2nnc(N(C)C(=O)c3cccnc3)s2)cc1	i	-1	5	0	-1.0	3	-0.3	-5	-1
CCS(=O)(=O)N1CCN=C1SC(C)c1ccccc1 (stereo not drawn)	i	-5	0	4	-0.9	11	-0.2	-5	-1
N#C/C(=C/C1=C(N2CCOCC2)C(=C/c2ccc(Cl)cc2Cl)/CC1)C(=O)Nc1ccccc1F	i	-11	2	32	0.4	-65	0.2	0	-2
O=C(O)c1cc(-c2cccnc2)nc2ccc(Br)cc12	i	-4	-35	-3	0.9	16	-0.3	-2	-3
N#C/C(=N\Nc1ccccc1Cl)C(=O)c1ccccc1	i	-13	0	-1	2.8	-6	-0.8	-5	-6
Fc1ccc(CNn2cnnc2SCc2ccc(F)cc2)cc1	i	5	0	-1	0.5	-31	-0.2	0	4
Cn1cnc2c(=O)sc3ccccc3c21	i	-3	-1	5	-1.4	-1	-0.4	-4	-1
COC(=O)c1ccc(Oc2ccc(S(=O)(=O)N3CCCCC3)cc2N)cc1	i	-2	-3	5	0.1	-16	0.1	12	-2
CC(=O)c1ccccc1NC(=O)COC(=O)C1COc2ccccc2O1 (stereo not drawn)	i	4	-1	-4	0.5	6	-0.1	0	-1
C=CCSc1nnc(NC(=O)c2nc(SCC)ncc2Cl)s1	i	-5	-1	-4	.	1	-0.1	-8	-3
N#CCC(=O)NC(=O)NCC1CC1	i	-1	1	-4	0.6	6	0.6	-8	0
O=C(COC(=O)c1ccccn1)NCc1ccccc1Cl	i	5	0	-1	1.5	9	-0.9	-2	-6
Cc1ccc(NC(=O)c2ccc(=O)[nH]n2)cc1C	i	-5	1	4	1.4	-1	-0.9	-3	-1
COc1ccccc1-c1cc(C(F)(F)F)nc(S(C)(=O)=O)n1	.	-11	-3	0	1.5	2	-0.1	4	-3
Cc1cc(C)nc(SCC(=O)NNC(=O)c2ccccc2C)n1	i	2	1	1	1.9	10	-0.8	-3	-7

Only eLon inh, for 2 of the compounds above:
canonical_smiles,eLon inh
N#C/C(=N\Nc1ccccc1Cl)C(=O)c1ccccc1,-13
Fc1ccc(CNn2cnnc2SCc2ccc(F)cc2)cc1,5

(further entries)
SMILES	Neddyl block	eLon inh	Rin1 Abl inh	CSN inh	MsrA inh	MLLE-PAM2 inh	TbMetRS inhib	FAS TE block	MsrA act
CC(C)(C)C1CCC(=NNC(=O)C(=O)NCc2ccco2)CC1 (stereo not drawn)	i	2	-1	1	0.2	-55	-1.2	-1	-12
COc1ccccc1Nc1nc(-c2cccnc2)cs1	i	-5	-1	0	-0.4	-3	-0.7	4	-1
COc1ccccc1NC=C1C(=O)OC2(CCCCC2)OC1=O	i	-4	-1	-2	2.3	3	-0.3	10	-2
O=C(Nc1ccc2nc3n(c(=O)c2c1)CCCCC3)C(=O)N1CCN(c2ccc(F)cc2)CC1	i	7	5	5	-0.3	9	-0.3	2	1
O=C1c2ccccc2C(=O)N1CN(C(=O)COc1ccccc1)c1ccc(F)cc1	i	-11	-5	-6	0.5	-5	0.0	-2	-1
O=C(Nc1nnc(C(F)(F)F)s1)c1c(F)cccc1F	i	-4	1	-4	0.1	-3	-0.3	-13	0
CCCNC(=S)Nc1ccc(Cl)cc1Cl	i	-1	-2	-14	-1.0	4	0.3	-10	-3
CCN(CC)S(=O)(=O)c1ccc(/C=C/C(=O)OCC(=O)NC(=O)C2COc3ccccc3O2)cc1 (stereo not drawn)	i	3	0	2	0.2	0	-0.1	-3	-3
